Screening results (PubChem)
MC4R barr agon = activates human MC4R beta-arrestin recruitment. P32245. U2OS MC4R beta-arrestin complementation, luminescence; percent of melanotan II response, DMSO zero. activation, % at 8.9 µM. 360,000 compounds, 0.98% hits. AID 540308;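 active means activation above a per-plate cutoff, the mean activation of sample wells on that plate plus 3 SD, cut at about 8% in these data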
ABHD5 PLIN5 PPI = inhibitors of human ABHD5-perilipin-5 interaction; Q00G26+Q8WTS1; AID 602281; inhibition, % at 4 µM; Split G. princeps luciferase complementation, luminescence, 4 h; 360,000 compounds, 0.78% hits;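 active means inhibition above the mean inhibition across every tested compound plus 3 SD, cut at about 22% in these data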;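 further: 0% = DMSO only wells and the 100% control is not disclosed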
CaV13 ICDI inh = Primary screen for inhibitors of IQ motif and Ca2+-dependent inactivation inhibitor domain binding in CACNA1D, Förster resonance energy transfer in living cells, …; HEK cells, CFP/YFP FRET ICDI-IQ, plate reader, 10 min; percent FRET-ratio fall versus neutral wells; inhibition, % at 12.3 µM; 340,000 compounds, 0.098% hits; AID 743397;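 active means mean replicate inhibition of at least 30% and at least 1% of replicates passing that level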;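 further: 0% = median of the neutral control wells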
H9c2 protect = protects H9c2 cardiomyocytes from peroxide injury; protection from H2O2 cell death, % at 20 µM; 360,000 compounds, 0.63% hits; H2O2 injury protection, ATPLite, 2 h;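 active means compounds giving at least 50% protection of heart cells from peroxide-induced death in the single-dose screen, raw or plate-pattern-corrected value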;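 further: 0% = DMSO wells with peroxide and 100% = DMSO wells without peroxide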
Exocytosis inh = lytic granule exocytosis inhibition; TALL-104 LAMP-1 surface exposure, flow cytometry; cells stimulated with thapsigargin and PMA; inhibition, % at 10 µM; 360,000 compounds, 0.66% hits; AID 651702;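 active means inhibition above about 55%, limit read from the data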
PDI inh = PDI (human) enzyme inhibition; 350,000 compounds, 0.052% hits; inhibition, % at 10 µM; AID 588391; PDI insulin aggregation turbidity, A650, 90 min; P07237;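 active means mean inhibition across replicates of 30% or more, whatever share of single replicates reach that level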;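 further: absorbance from insulin aggregation driven by PDI reduction with DTT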
HTR2A ag = activates the mouse 5-HT2A serotonin receptor; CHO-K1 mHTR2A beta-arrestin complementation, luminescence; percent of 30 µM serotonin response; activation, % at 7.6 µM; P35363; 360,000 compounds, 0.66% hits; AID 624169;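 active means activation above a run cutoff, the mean activation of all tested compounds plus 3 SD, cut at about 14% in these data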;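 further: 0% = plate median of compound wells and 100% = 30 µM serotonin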
MC4R antag cAMP = antagonists of human melanocortin 4 receptor (MC4R); P32245; MC4R-expressing cells, MTII-stimulated cAMP, LANCE TR-FRET; inhibition, % at 6.5 µM; 360,000 compounds, 0.48% hits;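 active means inhibition above its plate's cutoff, the mean of tested wells on that plate plus 3 SD, cut at about 29% in these data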;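 further: 0% = Melanotan II alone and 100% = Melanotan II plus saturating MCL0020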
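material = U2OS cells stably expressing human melanocortin 4 receptor (MC4R) | also added = Melanotan II challenge | dosing = single nominal compound dose of 6.5 µM | detection = TR-FRET with Eu-cAMP and labeled anti-cAMP, 671 nm | replication = singlicate | timing = compound 30 min, challenge 1 h, detection 1 h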
N-glyco inh = blocks N-linked glycosylation in D54 reporter cells. D54 ERlucT glycosylation luciferase reporter, 24 h; percent of 100 nM tunicamycin response. reporter increase, % at 12.5 µM. 360,000 compounds, 0.23% hits. AID 588692;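 active means mean luciferase reporter signal, scaled so untreated is 0 and the glycosylation-blocking control 100, at or above a set limit in every replicate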;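 further: luciferase carries N-glycosylation sites so blocking glycosylation raises the light; 0% = median of neutral control wells and 100% = median of 100 nM tunicamycin wells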
ABCB6 inh 2 = inhibitors of human ABC transporter ABCB6; Q9NP58; 360,000 compounds, 0.19% hits; fluorescence ratio to DMSO, % at 10 µM; K562-ABCB6 porphyrin accumulation, flow cytometry, 1 h; stronger effect = lower value; AID 602162;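 active means fluorescence ratio to DMSO below 75%, the collection mean minus 3 SD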;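 further: signal is porphyrin accumulated inside mitochondria; 100% equals median channel fluorescence of DMSO control wells; lower ratio means ABCB6 inhibition with less porphyrin fluorescence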
Target sequence (Q9NP58 whole entry, looked up): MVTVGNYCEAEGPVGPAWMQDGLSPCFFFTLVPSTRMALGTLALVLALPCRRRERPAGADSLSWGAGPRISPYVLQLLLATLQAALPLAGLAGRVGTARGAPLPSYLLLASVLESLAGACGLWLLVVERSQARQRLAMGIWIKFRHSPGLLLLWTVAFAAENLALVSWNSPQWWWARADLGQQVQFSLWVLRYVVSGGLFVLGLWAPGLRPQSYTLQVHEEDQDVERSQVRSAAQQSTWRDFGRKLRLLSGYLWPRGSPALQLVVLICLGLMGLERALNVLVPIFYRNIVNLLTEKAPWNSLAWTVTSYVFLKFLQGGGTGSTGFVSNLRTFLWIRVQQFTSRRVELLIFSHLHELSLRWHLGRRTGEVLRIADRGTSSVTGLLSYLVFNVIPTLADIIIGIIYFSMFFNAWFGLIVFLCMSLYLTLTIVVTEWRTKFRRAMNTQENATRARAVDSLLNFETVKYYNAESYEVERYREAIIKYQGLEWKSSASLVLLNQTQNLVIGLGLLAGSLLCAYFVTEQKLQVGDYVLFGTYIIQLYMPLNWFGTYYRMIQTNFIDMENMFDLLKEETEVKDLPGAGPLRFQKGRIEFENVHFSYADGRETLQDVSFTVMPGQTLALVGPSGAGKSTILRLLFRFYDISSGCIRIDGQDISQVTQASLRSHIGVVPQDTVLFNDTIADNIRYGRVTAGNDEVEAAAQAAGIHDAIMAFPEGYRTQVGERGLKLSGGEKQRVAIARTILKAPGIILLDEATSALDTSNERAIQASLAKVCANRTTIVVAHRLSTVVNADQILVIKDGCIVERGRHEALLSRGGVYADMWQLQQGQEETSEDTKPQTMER
Starred values were filed as active, the others as inactive; . = no result given.

canonical_smiles	MC4R barr agon	ABCB6 inh 2	CaV13 ICDI inh	Exocytosis inh	N-glyco inh	PDI inh	MC4R antag cAMP	ABHD5 PLIN5 PPI	H9c2 protect	HTR2A ag
O=C(Nc1ccc(OC(F)(F)F)cc1)c1cnc2n(c1=O)CCS2	-1.6	99	-4	-7	2	-1	7	-2	-19	0
CCOC(=O)c1cc(-c2ccccc2)n(CC(=O)O)c1C	-0.3	99	-2	-1	1	-1	2	5	-5	-5
CN1C(C(=O)NCc2ccccc2)CC2Cn3c(nc4cc(Cl)c(Cl)cc43)C21 (centres undefined)	-1.0	101	-8	-3	3	-1	11	4	3	0
CCCC(C(=O)NCC1CCCO1)N(Cc1ccco1)C(=O)CNS(=O)(=O)c1ccc(F)cc1 (centres undefined)	-0.3	93	-6	-7	0	-1	1	0	6	3
COc1ccc(C(=O)NNC(=O)c2cccs2)cc1S(=O)(=O)N1CCOCC1	-0.3	103	-6	-4	8	-4	8	8	7	-1
COc1ccc(S(=O)(=O)NCC(=O)N(CC2CCCO2)C(C(=O)NC2CCCC2)C(C)C)cc1 (centres undefined)	-2.5	101	-4	21	-2	3	0	2	-6	0
CCCCCn1c(N2CCN(Cc3ccccc3)CC2)nc2c1c(=O)[nH]c(=O)n2C	4.7	98	-3	0	3	3	5	-4	2	2
Cc1nc2[nH]c(=O)n(O)c(=O)c2s1	-1.3	92	-6	8	-1	14	9	8	0	-7
CCN(CC(=O)NCc1ccc(F)cc1)C(=O)c1cccnc1SC	0.8	104	-7	-7	0	-9	0	16	-1	15*
O=C(O)CCN1C(=O)C2C3C=CC(C3)C2C1=O (centres undefined)	-2.2	79	.	-2	-1	-1	-3	1	-5	-3
COc1ccc(CCNC(=O)c2ccc(Cl)nc2)cc1	-0.1	98	-5	8	0	11	10	-9	-1	0
CCCc1cc(=O)[nH]c(SCC(=O)c2cc(C)n(-c3cc(C)on3)c2C)n1	-2.5	95	-3	3	1	5	14	-4	1	-2
COc1ccc(C2=NN(C(=O)c3ccco3)C(c3cccs3)C2)cc1OC (centres undefined)	-0.1	107	-7	-2	1	0	-7	-6	9	8
Cc1cc(C)cc(Nc2nc3c([nH]2)c(=O)n(C)c(=O)n3C)c1	0.5	97	-2	-1	-2	-1	19	2	12	-2
CC1C(C)N(C(=O)CCCl)c2ccccc2N1C(=O)CCCl (centres undefined)	-0.1	99	-2	17	0	-9	5	9	0	5
Cc1ccc2c(c1)N(CC(=O)NCC1CCCO1)C(=O)C(C(C)C)O2 (centres undefined)	-1.5	95	-3	-14	-2	-3	5	3	3	0
Cc1ccc(CNC(=O)NC23CC4CC(CC(C4)C2)C3)cc1	2.0	96	-5	0	-2	-14	-3	12	-6	0
CCn1c(SCC(=O)N=Nc2c(O)[nH]c3ccccc23)nc2ccccc21	1.4	92	-2	7	6	-5	-9	-6	1	1
CCN1C(=O)c2cccc3c(N)ccc(c23)C1=O	1.1	106	-91	-6	4	-16	-51	3	15	-3
CCOC(=O)N1CCN(Cc2ccccc2F)CC1	-1.1	96	-7	-2	-1	-7	4	0	8	3
Nc1ccc(C(=O)N/N=C\c2cc(N=Nc3cccc4ccccc34)ccc2O)cc1	-4.7	96	-5	-4	-10	-14	0	-2	49	-1
C=CCN(CC=C)Cc1c(O)ccc2c(=O)c(-c3ccccc3)coc12	-0.6	95	-5	-4	0	-13	-5	-5	5	-3
O=C(CSc1nnnn1-c1cccc2c1CCCC2)N1CCCC1	4.3	91	-2	3	-1	-14	18	2	-6	1
O=C(Nc1ccc(-c2nc3ncccc3o2)cc1)c1ccco1	2.2	96	-5	3	-2	-2	1	6	8	1
Cc1ccc(C)c(NC(=S)NC(NC(=O)Cc2ccccc2)C(Cl)(Cl)Cl)c1 (centres undefined)	-0.6	102	-2	-1	2	-6	17	-5	-3	3
O=C(O)c1cc(NCc2ccccc2C(F)(F)F)ccc1N1CCOCC1	1.5	94	-4	0	-1	1	-2	-5	0	3
CC(=O)Nc1ccc(Nc2nc3ccccc3nc2NS(=O)(=O)c2ccccc2)cc1	-2.1	103	-6	-10	-1	-3	-4	-7	15	1
CCCN(C(=O)CCc1ccc(OC)cc1)c1c(N)n(Cc2ccccc2)c(=O)[nH]c1=O	-1.0	93	-3	-1	0	-2	-6	7	-2	2
CC(C)[C@H](NC(=O)OCc1ccccc1)C(=O)NC(C=O)Cc1ccccc1 (some centres undefined)	0.4	100	.	-4	-5	1	15	1	8	1
Cc1ccc(OCCCCCN2CCOCC2)cc1	-0.1	92	-5	12	-1	-3	4	2	-3	-3
C=CCSc1nc(=O)n2ccc(C)cc2n1	-0.8	102	-3	-2	2	5	1	-3	1	-1
Cc1c(NC(=O)CN(c2ccc(F)cc2)S(=O)(=O)c2ccccc2)c(=O)n(-c2ccccc2)n1C	-1.1	99	-6	9	.	7	5	-2	2	-1
CCCCCCN1C2=NCCN2c2ccccc21	-1.2	90	.	-4	-4	-8	-7	-2	1	-4
O=C(NCc1ccco1)C12CN(Cc3ccccc3)CC1C(c1ccc([N+](=O)[O-])cc1)=NO2 (centres undefined)	-1.6	96	-4	-1	-2	-6	9	2	0	-2
O=C(CCc1nc(-c2ccc(Cl)cc2)no1)NC1CCCC1	-2.3	98	-7	0	0	-7	10	-1	-7	-2
COc1ccc(NC(=O)CN2C(=O)NC(C)(Cc3ccc(OC)c(OC)c3)C2=O)cc1 (centres undefined)	0.6	95	-5	-6	3	1	1	-1	2	-1
Cc1cc(C)n(CCc2nc(-c3ccc(C)o3)cs2)n1	-0.1	98	.	68*	1	1	15	14	-29	2
O=C(C[n+]1cc(-c2ccc(Cl)c(Cl)c2)n2c1CCC2)N1c2ccccc2Sc2ccccc21	1.3	101	-5	-4	3	1	0	34*	0	3
O=C(CSC1=NNC(c2ccccn2)S1)Nc1cccc(Cl)c1 (centres undefined)	-0.8	100	3	36	8	-6	19	-15	61*	11
COc1ccc(OC)c2sc(NC(=O)C3CC3)nc12	-0.1	86	-10	13	0	.	7	-5	-7	-1
Cc1ccc2nc(N3CCN(C(=O)c4ccco4)CC3)sc2c1	-1.9	101	-5	-2	-4	-20	1	4	-5	-5
Cc1ccccc1NC(=O)CSc1nnc2ccc(-c3cccnc3)nn12	0.9	94	-3	-10	1	1	7	7	3	-4
CCN(CCn1cccn1)C(=O)CC1C(=O)NCCN1Cc1cccc(OC)c1OC (centres undefined)	-0.3	106	1	-2	2	5	16	1	3	7
Cc1cc(OCCCCCN2CCCC2)ccc1Cl	-2.3	91	-19	-6	-5	1	5	0	-10	-18
CN(C)C(=O)C1=NOC2(C1)C(=O)Nc1ccccc12 (centres undefined)	.	95	-7	-5	.	.	.	0	.	-2
O=C(NCc1n[nH]c(=S)n1-c1cccc(C(F)(F)F)c1)c1ccc(S(=O)(=O)N2CCCC2)cc1	-0.4	76	3	-15	0	-5	-2	-12	5	1
CCC1Sc2ccccc2N(CC(=O)NCCC2=CCCCC2)C1=O (centres undefined)	2.6	96	-7	0	-2	0	8	-6	-2	0
Cc1cc2ccccc2c(=O)[nH]1	-0.9	96	.	-1	2	-3	-2	5	57*	-5
COc1ccc(C2C(C#N)=C(C)NC3=C2C(=O)CC(C)(C)C3)c(OC)c1 (centres undefined)	-1.6	136	.	-3	1	-20	7	-1	-4	-3
CCCCOCCOC(=O)C1OC1(C)c1ccccc1 (centres undefined)	0.7	97	-6	0	0	0	1	4	1	2
CCCCN(C)C(=O)c1[nH]c(C(F)(F)F)nc1-c1ccccc1	.	100	-5	-4	-3	.	.	-10	3	4
COC(=O)c1ccc(CSc2nnc(Nc3cccc(OC)c3)s2)o1	-0.5	100	1	-2	-1	2	1	-6	2	-5
CC1CN(S(=O)(=O)c2cccc(C(=O)NCc3ccco3)c2)CC(C)O1 (centres undefined)	-1.0	105	-5	3	0	10	1	4	1	-2
O=C(CCC1N=C2c3ccccc3N=C(SCC(=O)NCc3ccco3)N2C1=O)NCc1ccco1 (centres undefined)	1.9	99	-4	-4	-1	1	-3	13	2	-1
O=C(CCCC1=NS(=O)(=O)c2ccccc2N1)N1CCN(c2ccc([N+](=O)[O-])cc2)CC1	-2.8	102	-14	0	4	7	10	15	2	-4
COc1ccc(CNCc2ccc3c(c2)OCO3)c(OC)c1OC	-0.2	98	-20	1	1	4	4	6	-2	-2
CCC(C)c1ccc(NC(=S)N2CCN(C(=O)C3CCCO3)CC2)cc1 (centres undefined)	-2.3	94	-3	3	-1	-7	4	1	-4	-7
O=C(Nc1ccc2c(c1)OCO2)c1cc(C2CCCCN2C(=O)CCCc2ccccc2)on1 (centres undefined)	0.4	98	-9	-4	-5	-1	7	-3	2	-6
Cc1c(C)n(CCc2ccccc2)c2ncnc(NCCO)c12	-2.2	97	-18	11	1	2	-3	3	-4	-2
Cc1ccc([N+](=O)[O-])cc1NC(=O)CSc1nnc(C)n1CC1CCCO1 (centres undefined)	-0.3	99	-2	-2	3	0	17	-3	-3	2

Record cards, from the list above.
Results for O=C(Nc1ccc2c(c1)OCO2)c1cc(C2CCCCN2C(=O)CCCc2ccccc2)on1 (centres undefined) = MC4R barr agon = 0.4; ABCB6 inh 2 = 98; CaV13 ICDI inh = -9; Exocytosis inh = -4; N-glyco inh = -5; PDI inh = -1; MC4R antag cAMP = 7; ABHD5 PLIN5 PPI = -3; H9c2 protect = 2; HTR2A ag = -6
Results for COC(=O)c1ccc(CSc2nnc(Nc3cccc(OC)c3)s2)o1 = MC4R barr agon = -0.5; ABCB6 inh 2 = 100; CaV13 ICDI inh = 1; Exocytosis inh = -2; N-glyco inh = -1; PDI inh = 2; MC4R antag cAMP = 1; ABHD5 PLIN5 PPI = -6; H9c2 protect = 2; HTR2A ag = -5

The list continues.
canonical_smiles	MC4R barr agon	ABCB6 inh 2	CaV13 ICDI inh	Exocytosis inh	N-glyco inh	PDI inh	MC4R antag cAMP	ABHD5 PLIN5 PPI	H9c2 protect	HTR2A ag
Cc1ccc(C2CC(c3ccccc3OC(F)F)Nc3ncnn32)cc1 (centres undefined)	0.0	107	.	2	-1	13	-2	4	0	1
O=C(Nc1ccccc1C(=O)N1CCOCC1)c1ccncc1	1.6	101	-2	-1	1	5	-3	12	4	4
Cc1cc(C)c(NC(=O)Nc2ccccc2)c(C)n1	-3.0	98	-3	-2	3	2	0	-7	15	9
CC(C)Sc1ncnc2c1cnn2-c1ccccc1	2.3	96	-19	-14	-9	13	3	-8	-14	-5
COc1cc2cc(Oc3ccc4ccc(=O)oc4c3)c(=O)oc2cc1OC1OC(COC(=O)CC(C)(O)CC(=O)O)C(O)C(O)C1O (centres undefined)	-1.6	105	.	-2	2	.	-1	-2	1	-3
CCS(=O)(=O)CCSC1OC(COC(C)=O)C(OC(C)=O)C(OC(C)=O)C1OC(C)=O (centres undefined)	-0.5	104	-7	-4	0	1	-2	-11	-5	-1
CCN(CC(=O)Nc1ccccc1OC)C(=O)C1CCC1	-2.5	103	-3	2	4	17	-1	5	-2	3
